Assay outcomes as filed in PubChem BioAssay.
PAFAH1B3 FP inh: PAFAH1B3 enzyme inhibitors, primary screen, biochemical, fluorescence polarization, human | hit rate 0.28% among 340,000 | Platelet-activating factor acetylhydrolase IB subunit alpha1 (Homo sapiens), Q15102 | inhibition, % at 3.39 µM | recombinant PAFAH1B3, FP-rhodamine probe;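 active means inhibition above the screen-wide average of all tested compounds plus 3 SD, cut at about 25% in these data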;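 further: 0% = enzyme with DMSO only and 100% = wells lacking PAFAH1B3 protein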
PAFAH2 inh: PAFAH2 enzyme inhibitors, primary screen, biochemical, fluorescence polarization, human; Platelet-activating factor acetylhydrolase 2, cytoplasmic (Homo sapiens), Q99487; recombinant PAFAH2, FP-rhodamine activity probe; inhibition, % at 3.39 µM; hit rate 0.99% among 340,000;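 active means inhibition above the mean over all tested compounds plus 3 SD, cut at about 30% in these data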;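 further: inhibitors block probe labeling of enzyme so polarization drops; 0% = enzyme with DMSO and 100% = wells lacking PAFAH2 protein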
PREPL inh: PREPL enzyme inhibitors, primary screen, biochemical, fluorescence polarization; hit rate 0.68% among 320,000; inhibition, % at 5.96 µM; recombinant PREPL, fluorescence polarization activity-based probe; in the data active means inhibition above about 43%;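 further: 0% = enzyme with DMSO and 100% = wells lacking enzyme; many of its hits are not listed in these tables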
Target sequence (Q4J6C6 whole entry, looked up): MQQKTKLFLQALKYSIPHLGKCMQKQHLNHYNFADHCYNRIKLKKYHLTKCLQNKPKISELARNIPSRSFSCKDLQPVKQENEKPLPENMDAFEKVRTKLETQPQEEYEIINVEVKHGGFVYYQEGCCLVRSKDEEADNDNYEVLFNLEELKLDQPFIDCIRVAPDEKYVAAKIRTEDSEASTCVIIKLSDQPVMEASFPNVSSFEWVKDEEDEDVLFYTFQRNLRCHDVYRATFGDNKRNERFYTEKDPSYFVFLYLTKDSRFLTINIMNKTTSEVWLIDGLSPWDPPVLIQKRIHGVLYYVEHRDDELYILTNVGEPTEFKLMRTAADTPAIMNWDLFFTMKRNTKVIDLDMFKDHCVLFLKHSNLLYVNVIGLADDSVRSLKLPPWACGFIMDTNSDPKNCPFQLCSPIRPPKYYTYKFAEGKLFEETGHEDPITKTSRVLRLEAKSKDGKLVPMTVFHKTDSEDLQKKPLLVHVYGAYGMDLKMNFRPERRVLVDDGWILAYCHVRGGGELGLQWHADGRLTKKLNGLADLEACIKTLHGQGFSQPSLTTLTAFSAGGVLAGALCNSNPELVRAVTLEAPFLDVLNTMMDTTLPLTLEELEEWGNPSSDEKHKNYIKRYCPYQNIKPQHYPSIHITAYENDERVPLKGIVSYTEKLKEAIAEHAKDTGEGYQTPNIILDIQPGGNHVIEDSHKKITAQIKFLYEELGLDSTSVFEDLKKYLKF
PAD4 FP inh: human PAD4 inhibitors, primary screen, biochemical, fluorescence polarization, 1536-well format; Protein-arginine deiminase type-4 (Homo sapiens), Q9UM07; recombinant PAD4, RCA probe fluorescence polarization; inhibition, % at 6.36 µM; hit rate 0.41% among 330,000; AID 485272, 2010;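 active means percent inhibition above a cutoff equal to the mean of all tested compounds plus 3 SD, cut at about 15% in these data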;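 further: 0% = PAD4 with RCA probe and DMSO and 100% = probe without PAD4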
LYPLA2 counter: LYPLA2 inhibitors, primary screen, counter-screen for PME1 inhibitor project, biochemical, fluorescence polarization, FP-Rh probe ABPP; hit rate 0.38% among 320,000; inhibition, % at 5.9 µM; recombinant LYPLA2; AID 2177, 2009;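 active means inhibition above the screen-wide mean plus 3 SD, limit set per campaign, cut at about 26% in these data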;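 further: 0% = LYPLA2 with DMSO and 100% = wells lacking LYPLA2 enzyme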
LYPLA1 inh: LYPLA1 inhibitors, primary screen, counter-screen for PME1 inhibitor project, biochemical, fluorescence polarization, FP-Rh probe ABPP | recombinant LYPLA1 | inhibition, % at 5.9 µM | hit rate 0.16% among 320,000 | AID 2174, 2009;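 active means inhibition above the mean of all tested compounds plus 3 SD, set per campaign, cut at about 14% in these data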;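 further: inhibitors block serine hydrolase probe labeling of LYPLA1 so polarization falls; 0% = enzyme with DMSO and 100% = wells lacking LYPLA1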
ZTA DNA inh: blocks Epstein-Barr virus ZTA, an EBNA-1 counter-screen; P03206; hit rate 0.15% among 320,000; inhibition, % at 11 µM; ZTA-DNA binding, fluorescence polarization; in the data active means inhibition above about 33%
EBNA-1 inhibitor: EBNA-1 DNA-binding inhibitors, primary screen, biochemical, fluorescence polarization; hit rate 0.34% among 300,000; AID 1950, 2009; inhibition, % at 14.8 µM; in the data active means inhibition above about 28%
GSTO1 counter: inhibitors of recombinant GSTO1, primary screen, counter-screen for RBBP9 inhibitor project, biochemical, fluorescence polarization; Glutathione S-transferase omega-1 (Homo sapiens), P78417; activity-based probe fluorescence polarization; inhibition, % at 5.96 µM; hit rate 1.1% among 300,000;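 active means inhibition above the campaign mean inhibition plus 3 SD, cut at about 35% in these data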;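 further: 0% = GSTO1-1 with DMSO and 100% = wells lacking GSTO1-1 enzyme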
Target sequence (P78417 whole entry, looked up): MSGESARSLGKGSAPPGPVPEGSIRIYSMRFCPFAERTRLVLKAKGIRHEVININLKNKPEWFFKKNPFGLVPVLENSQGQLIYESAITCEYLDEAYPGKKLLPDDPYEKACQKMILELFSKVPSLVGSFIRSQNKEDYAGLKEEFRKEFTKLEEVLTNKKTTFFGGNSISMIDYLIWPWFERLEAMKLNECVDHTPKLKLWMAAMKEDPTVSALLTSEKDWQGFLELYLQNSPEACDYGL
The depositor's hits bear a star; / = not tested or not shown. A portion of the library, so the mix of outcomes need not match the whole.

SMILES	PAFAH1B3 FP inh	PAFAH2 inh	PREPL inh	PAD4 FP inh	LYPLA2 counter	LYPLA1 inh	ZTA DNA inh	EBNA-1 inhibitor	GSTO1 counter
CCOC(=O)c1sc2nc3n(c(=O)c2c1C)CCC3	1	-13	7	-5	2	-1	1	-1	1
CC(C)NC(=O)COC(=O)c1ccc(S(=O)(=O)N2CCCC2)cc1	1	1	3	0	-3	-2	-2	-5	-10
O=C(CN(CC1CCCO1)C(=O)CNS(=O)(=O)c1ccc(Cl)cc1)NCC1CCCO1 (stereo unspecified)	-2	4	3	0	-3	-1	-3	9	5
CC(/C=N\NC(=O)Cn1cncn1)=C/c1ccc(C(C)C)cc1	/	/	1	-1	0	2	-9	-8	-1
O=S1(=O)CCOC[C@H](CC2CCCCC2)N1Cc1cccc(F)c1	2	2	21	-3	-5	1	1	-6	1
CCc1ccccc1NS(=O)(=O)c1cc2c(cc1C)n(C)c(=O)c(=O)n2C	5	6	-7	-1	-4	1	7	2	3
CCOC(=O)C1=C(c2ccccc2)OC(N)=C(C#N)C1c1ccc(Br)s1 (stereo unspecified)	0	-5	-12	0	-2	-2	-1	-7	19
Cc1oc(-c2ccc(Cl)cc2)cc1-c1nn2c(-c3ccoc3C)nnc2s1	-1	28	16	-15	-12	-10	10	23	-11
Cc1cc(F)ccc1S(=O)(=O)Nc1ccccc1C(=O)Nc1ccccc1-c1nc2ccccc2[nH]1	-91	-26	-15	0	-43	-51	8	-4	-20
COc1ccc(C(=O)COC(=O)CCNS(=O)(=O)c2ccccc2)c(OC)c1	2	8	-7	-5	-1	-3	1	4	8
COc1cccc(CNS(=O)(=O)c2c(C)[nH]c(C)c2C(=O)N2CCCCC2)c1	4	3	5	7	4	-1	-12	-5	1
O=S(=O)(c1ccccc1)c1ccccc1/C=N\O	3	-4	-2	-2	1	1	-20	-7	2
COc1ccc(C(C(=O)NC2CCCCC2)N(Cc2ccco2)C(=O)c2ccccn2)c(OC)c1 (stereo unspecified)	5	1	-8	1	6	0	0	8	1
COCc1[nH][nH]c(=O)c1C=Nc1ccccc1	7	2	4	-4	3	-2	10	-7	3
N#Cc1ccc(NC(=O)Cn2cnc(S(=O)(=O)N3CCOCC3)c2)cc1	12	3	-5	-2	8	1	9	10	1
COc1ccc2cc(Br)ccc2c1CC(=O)N1CCCC1	5	-1	13	-3	-9	-6	3	8	9
Cc1noc(C)c1S(=O)(=O)N1CCC(C(=O)NCCCN2CC(C)CC(C)C2)CC1 (stereo unspecified)	3	0	2	-4	-2	2	0	6	8
CC(=O)c1cccc(NC(=O)CSc2nnc(-c3ccc(S(=O)(=O)N4CCCC4)cc3)o2)c1	-5	-8	8	2	2	-1	-2	14	4
OC(Cn1cncn1)(Cn1cncn1)c1ccc(F)cc1F	11	-8	-5	7	5	0	0	3	1
COc1ccc(Br)c2c1C(=O)CC2	3	0	4	0	4	1	5	2	11
CC1(C)C2CCC1(CS(=O)(=O)NC(CC(=O)O)c1cccc(Br)c1)C(=O)C2 (stereo unspecified)	-1	-12	-9	-1	7	-2	13	0	2
CC(C)(C)c1ccc(S(=O)(=O)/N=C2\C=C(NS(=O)(=O)c3ccccc3)C(=O)c3ccccc32)cc1	-9	20	7	2	0	-3	12	8	71*
CCn1c(C(=O)Nc2ccsc2C(=O)OC)cc2sc(Cl)cc21	3	-1	11	2	1	3	-5	4	-2
O=C(NCC1CCCO1)C(c1ccc(N2CCOCC2)cc1)N(C(=O)Cn1nnc2ccccc21)c1ccccc1F (stereo unspecified)	-1	-2	18	4	9	-1	-18	-3	1
O=C(NN=C1CCCC1)c1cc(-c2ccccc2)n[nH]1	0	4	4	0	-4	-6	3	8	0
COC(=O)c1cn(C(=O)/C=C/c2ccc(OC)c(OC)c2)c2ccccc12	10	-25	0	3	-14	-12	8	6	1
NC(=O)N/N=C1\CCS(=O)(=O)c2ccc(F)cc21	4	-2	3	-4	-3	1	-1	2	1
COc1cc(NC(=O)CSc2nc3[nH]c(=O)cc(O)c3s2)cc(OC)c1OC	-2	6	2	-3	5	-2	-32	/	/
CC(C)C(OC(=O)c1ccco1)C(=O)NCc1ccc2c(c1)OCO2 (stereo unspecified)	-3	1	6	-1	2	-1	-8	1	4
CC(C)N1CN=C(Nc2nc3ccccc3o2)NC1	7	4	1	-2	5	3	-3	2	9
CC1CCCCC1NC(=O)CSc1nnc(-c2ccccc2)n1N (stereo unspecified)	1	4	8	4	5	3	-11	8	2
O=C(C[C@H]1C/C=C\CC[C@H](Cc2ccc(F)cc2)C(=O)OC[C@H]2CCCN2C1=O)NCCO	1	-1	38	-4	/	/	/	/	/
O=C1CN(C(=O)COC(=O)c2ccccc2Br)c2ccccc2N1	-7	-4	3	-3	0	-2	-9	/	/
CC(=O)Nc1ccc(NC(=O)C(C)OC(=O)C2(c3ccc(F)cc3)CCCC2)cc1 (stereo unspecified)	19	-2	-7	-8	-2	-4	-6	0	5
COc1ccc(C2(NC(C)=O)CCN(C(=O)c3ccco3)CC2)cc1	3	-6	2	1	1	3	8	-1	2
O=C(Cc1ccc(Cl)cc1)NCC(=O)N1CCCCCC1	-7	3	11	3	7	7	-5	6	1
O=S(=O)(c1ccc(NC(=S)NN=C2CCCCC2)cc1)N1CCOCC1	-2	10	11	-3	9	-2	-4	7	-9
CC(=O)Nc1ccc(S(=O)(=O)NNc2ccc([N+](=O)[O-])cc2)cc1	6	2	5	0	4	3	7	6	9
CCOc1cccc(NC(=O)c2ccc(S(=O)(=O)N(C)C)cc2)c1	0	7	-2	2	4	3	-13	10	1
COc1ccc(C(O)c2nccc3cc(OC)c(OC)cc23)cc1OC (stereo unspecified)	5	3	-2	-13	2	1	-8	-16	26
Cc1cccc(NC(=O)C(C)Sc2nc3nc(C)cc(C)n3n2)c1 (stereo unspecified)	2	-4	1	-1	/	/	/	/	/
CN(C)C(=O)c1nnc(Cc2ccc(Cl)cc2)o1	8	-1	-6	-6	-5	2	5	7	2
Cc1ccc(S(=O)(=O)N2CC(O)CC2C(=O)NCc2ccc3c(c2)OCO3)cc1 (stereo unspecified)	2	-4	7	-5	-8	0	10	3	-9
CN(C)C(CNC(=O)c1cc(S(=O)(=O)N(C)c2ccccc2)ccc1Cl)c1ccccc1 (stereo unspecified)	3	0	1	2	-2	-5	1	-3	0
CCn1cc(C(=O)N(C)c2ccc(OC)cc2)c2cc(OC)c(OC)cc2c1=O	9	-6	16	0	-2	-1	-17	-12	1
O=C(Nc1ccc(Oc2ccsc2C(=O)O)cc1)c1ccccc1	5	0	-2	3	1	-6	-3	8	6
CCOc1cc(C(=O)Nc2ccc(C)cc2O)ccc1OCC(=O)N1CCOCC1	7	11	10	1	1	-4	6	1	10
COc1ccccc1/C=C/C(=O)NCC(=O)N/N=C/c1ccc(C(=O)O)cc1	6	-7	-4	3	7	0	10	7	-6
Cc1cc(NC(=O)c2c(C)noc2C)no1	2	4	-4	4	1	-1	-2	-5	16
O=S(=O)(CCc1nc2ccccc2s1)c1ccc(Cl)cc1	8	-3	-9	1	0	-1	1	7	2
Going on with the list:
SMILES	PAFAH1B3 FP inh	PAFAH2 inh	PREPL inh	PAD4 FP inh	LYPLA2 counter	LYPLA1 inh	ZTA DNA inh	EBNA-1 inhibitor	GSTO1 counter
COc1ccc(NC(=O)c2ccc3c(c2)C(=O)N(CC2CCCO2)C3=O)cc1O (stereo unspecified)	8	-2	4	10	6	-1	-8	8	-3
O=C(CSCc1ccc(Br)cc1)N=Nc1c(O)[nH]c2ccccc12	4	2	-18	-2	4	-2	14	-1	0
Clc1cc2c(nn1)Nc1ccccc1S2	-4	4	0	-3	0	0	5	2	7
Cc1ccc(-c2nnc(NCc3nc4ccccc4[nH]3)c3ccccc23)cc1S(=O)(=O)N(C)C	-5	-1	-4	-2	-8	-8	7	93*	-3
Cc1ccc(NC(=O)NCCN2CCCCC2)cc1	8	-3	-4	0	9	2	7	12	1
O=C(CCN1C(=O)/C(=C/c2ccccc2)SC1=S)NNC(=O)c1ccncc1	1	-4	-46	-4	1	0	-15	-4	15
CCOC(=O)c1[nH]c(C)c(C(=O)OCC(=O)Nc2sc3c(c2C#N)CCCCC3)c1C	5	-5	7	0	4	1	5	-2	3
COc1ccc(C(=O)Oc2c(CN3CCOCC3)cc(Cl)c3cccnc23)cc1	10	2	15	-2	5	4	-12	-10	11
O=S(=O)(NC1CCCCC1Oc1ccccc1)c1ccccc1 (stereo unspecified)	9	-7	-12	4	0	-1	-1	0	-3
Cc1nc(-c2ccccc2)[nH]c(=O)c1Oc1ccc(Cl)cc1Cl	3	6	7	-3	1	1	-22	2	-19
O=C(COc1cccc(Br)c1)Nc1ccc(N2CCOCC2)cc1N1CCOCC1	7	13	46*	8	11	5	2	/	/
O=C(COC(=O)CNC(=O)c1ccc(Cl)cc1Cl)NC(=O)NC1CCCCC1	3	-2	2	-2	-4	0	-3	-3	0
CC(C)Sc1nnc(CNC(=O)C23CC4CC(CC(C4)C2)C3)n1Cc1ccccc1	1	4	8	3	3	2	11	3	0
CCC(C)(C)NC(=O)C(C(C)C)N(CC1CCCO1)C(=O)CNS(=O)(=O)c1ccc(F)cc1 (stereo unspecified)	10	5	-6	-1	4	5	4	7	-1
COc1cc(-c2c(C#N)c(N)nc3[nH]c(=S)[nH]c(=O)c23)ccc1O	8	2	3	-1	7	3	4	-9	-2
CC(C(=O)NC(C)(C)C)N(C(=O)CS(=O)CC(=O)Nc1ccc(F)cc1)c1ccccc1F (stereo unspecified)	7	4	9	-4	7	5	-7	2	9
CC(C)Nc1nc(-c2cccnc2)nc(-c2ccc(Cl)cc2)c1C#N	-5	3	2	-4	1	0	8	-9	0
S=C(NCCc1ccccc1)Nc1ccccn1	1	-6	10	3	3	-2	9	16	-2
COc1ccc(S(=O)(=O)N2CCN(C(=O)N(C)C)C2C)cc1 (stereo unspecified)	11	15	-2	-2	-5	-3	8	2	3
C=CC[C@@H](CC(=O)N(CCO)Cc1ccccc1)C(=O)NC[C@H](OC(=O)[C@@H](CC=C)CC(=O)OC(C)(C)C)c1ccccc1	8	2	3	1	/	/	/	/	/
Cc1ccc(S(=O)(=O)N2CCC(=O)N(C(COCc3cccc(C)c3)Cc3ccccc3)CC2)cc1 (stereo unspecified)	4	4	6	-3	-5	-4	12	-1	17
C1CCN=C(Nc2nn[nH]n2)CC1	3	-9	-3	-1	2	2	-10	-5	-1
O=C(CS(=O)CC(=O)N(c1ccccc1)C(C(=O)NC1CCCCC1)c1ccco1)Nc1ccc(F)cc1 (stereo unspecified)	2	-3	17	5	-6	-3	13	-7	0
Cc1ccc(NC(=O)COc2ccc(N3CC(C(N)=O)CC3=O)cc2)c(C)c1 (stereo unspecified)	1	14	4	2	-3	-2	8	7	1

Structural class, the compounds so far with a tert-butyl group (3)
SMILES	PAFAH1B3 FP inh	PAFAH2 inh	PREPL inh	PAD4 FP inh	LYPLA2 counter	LYPLA1 inh	ZTA DNA inh	EBNA-1 inhibitor	GSTO1 counter
CC(C)(C)c1ccc(S(=O)(=O)/N=C2\C=C(NS(=O)(=O)c3ccccc3)C(=O)c3ccccc32)cc1	-9	20	7	2	0	-3	12	8	71*
CC(C(=O)NC(C)(C)C)N(C(=O)CS(=O)CC(=O)Nc1ccc(F)cc1)c1ccccc1F (stereo unspecified)	7	4	9	-4	7	5	-7	2	9
C=CC[C@@H](CC(=O)N(CCO)Cc1ccccc1)C(=O)NC[C@H](OC(=O)[C@@H](CC=C)CC(=O)OC(C)(C)C)c1ccccc1	8	2	3	1	/	/	/	/	/
